E-selectin induc: E-selectin induction on HUVECs; P16581; activation, % at 7.58 µM; 260,000 tested, 0.37% active; HUVEC E-selectin immunofluorescence imaging; normalized: neutral wells 0, TNF-alpha wells 100;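 active = mean E-selectin-positive cell signal at least 10% of the positive control, reached in at least 60% of replicates, without over 20% cell loss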;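 also: in these data hits start at about 27%; measured in HUVEC primary endothelial cells; signal is the percent of cells scored E-selectin positive by PE staining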
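assay system = HUVEC, human umbilical vein endothelial cells | input = 3,000 HUVEC seeded per well | medium = EGM-2 growth medium on 0.1% gelatin-coated wells | dosing = one compound dose added by pin transfer | signal = immunofluorescence imaging | read-out basis = % PE-positive cells | control set = TNF-alpha, DMSO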
esBAF inh: inhibitors of esBAF chromatin remodeling in mouse ES cells; Bmi1-luciferase knock-in reporter, 24 h; 100% = twice the neutral-well signal; reporter increase, % at 12.5 µM; AID 602393; 350,000 tested, 2% active; in the data active = activation above about 40%;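 also: 0% = median of the plate's neutral control wells and 100% = double that signal; a rise in the Bmi1 reporter signal indicates esBAF inhibition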
Casp6 inh: blocks human caspase-6 cleavage activity | purified caspase-6, Z-VEID-R110 cleavage fluorescence | inhibition, % at 12.5 µM | 350,000 tested, 0.53% active;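 active = mean inhibition across replicates at least about 35%, with every replicate also reaching that limit, limit read from the data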;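 also: 0% = median of neutral control wells and 100% = no fluorescence left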
RAD52 anneal inh: blocks human RAD52 DNA annealing. recombinant RAD52 DNA annealing, FRET fluorescence. 360,000 tested, 0.46% active. inhibition, % at 18.7 µM. P43351;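 active = every replicate showing at least 50% inhibition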
Target sequence (P43351 whole entry, looked up): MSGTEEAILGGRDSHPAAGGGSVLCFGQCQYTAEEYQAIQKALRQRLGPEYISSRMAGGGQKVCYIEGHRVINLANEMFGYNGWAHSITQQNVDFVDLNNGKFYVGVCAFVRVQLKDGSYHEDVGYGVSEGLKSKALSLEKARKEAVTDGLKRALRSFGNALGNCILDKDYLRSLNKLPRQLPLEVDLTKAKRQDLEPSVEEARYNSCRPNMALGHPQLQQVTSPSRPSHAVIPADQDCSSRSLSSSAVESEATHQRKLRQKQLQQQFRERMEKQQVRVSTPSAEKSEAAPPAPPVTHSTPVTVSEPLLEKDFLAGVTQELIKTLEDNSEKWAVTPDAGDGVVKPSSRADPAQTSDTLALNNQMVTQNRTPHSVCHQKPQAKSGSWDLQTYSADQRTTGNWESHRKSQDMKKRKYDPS
ARNT TACC3 PPI: disruptors of human ARNT/TACC3 interaction; Q9Y6A5; AID 623870; inhibition, % at 9.99 µM; AlphaScreen His-ARNT PAS-B/GST-TACC3 binding, luminescence; TACC3 fragment carries E629A point mutation; 390,000 tested, 0.66% active;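 active = mean inhibition of replicates at least 50% and at least half of replicates each reaching 50%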;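 also: 0% = complete ARNT plus TACC3 wells and 100% = ARNT alone without TACC3; many hits fall short of the cut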
PglD DTNB: blocks C. jejuni PglD acetyltransferase activity; AID 602405; 360,000 tested, 0.098% active; purified PglD enzyme, DTNB colorimetric CoA detection; inhibition, % at 12.5 µM; in the data active = inhibition above about 16%, passing the limit was not always enough; also: strong numbers were not always called active
ERp5 inh: ERp5 (human) disulfide isomerase inhibition; ERp5 insulin aggregation, absorbance 650 nm, 90 min; inhibition, % at 9.99 µM; 350,000 tested, 0.05% active; Q15084;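 active = mean replicate inhibition above about 25%, with every replicate also reaching it, limit read from the data, passing the limit was not always enough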
Target sequence (Q15084 whole entry, looked up): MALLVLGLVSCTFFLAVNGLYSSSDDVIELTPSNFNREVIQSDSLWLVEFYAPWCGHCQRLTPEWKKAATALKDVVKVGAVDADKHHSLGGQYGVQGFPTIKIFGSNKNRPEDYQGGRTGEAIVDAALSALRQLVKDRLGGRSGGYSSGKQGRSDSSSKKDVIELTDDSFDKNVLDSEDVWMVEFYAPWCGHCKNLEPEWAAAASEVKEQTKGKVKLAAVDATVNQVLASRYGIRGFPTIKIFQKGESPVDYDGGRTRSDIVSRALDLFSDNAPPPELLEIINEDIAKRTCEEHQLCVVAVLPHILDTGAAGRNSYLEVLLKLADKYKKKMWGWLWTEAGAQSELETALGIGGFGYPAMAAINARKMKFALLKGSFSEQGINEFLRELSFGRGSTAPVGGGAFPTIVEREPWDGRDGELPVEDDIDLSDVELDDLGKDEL
RAD54 inh: RAD54 (human) branch migration inhibition; 360,000 tested, 0.14% active; RAD54 Holliday junction branch migration, FAM/BHQ fluorescence; AID 602329; inhibition, % at 10.4 µM;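 active = mean normalized replicate activity at least 40 and at least half of replicates scoring 40 or more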;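 also: 0% = median of neutral control wells and 100% = median of positive control wells; inhibitors cause a drop in the FAM fluorescence signal; in these data hits start at about 50%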
* marks the source's active call; other numbers are inactive results; nt = not tested or not shown.

SMILES	E-selectin induc	esBAF inh	Casp6 inh	RAD52 anneal inh	ARNT TACC3 PPI	PglD DTNB	ERp5 inh	RAD54 inh
C[C@H]1CN([C@@H](C)CO)C(=O)c2cccc(NC(=O)Nc3ccc(C(F)(F)F)cc3)c2O[C@@H]1CN(C)CC1CC1	-1.2	2	2	6	1	1	3	4
C[C@H](CO)N1C[C@H](C)[C@H](CN(C)Cc2ccc(C(F)(F)F)cc2)Oc2ccc(NC(=O)CCN3CCOCC3)cc2C1=O	-9.2	2	-3	-20	5	9	3	-1
CC(CN1CCN(C)CC1)OC(=O)c1ccccc1 (stereo unspecified)	nt	0	nt	nt	-9	3	nt	-4
COc1ccc(NC(=O)Nc2ccc3c(c2)CC(=O)N([C@@H](C)CO)C[C@@H](C)[C@@H](CN(C)S(=O)(=O)c2ccc(C)cc2)O3)cc1	0.6	nt	2	-1	nt	nt	-1	nt
CSc1nc(-c2ccccc2)nc(N2CCOCC2)c1C(C)=O	0.1	nt	0	-7	2	nt	0	nt
Cc1ccc(C)c(S(=O)(=O)N2CCN(C(=O)CSc3ccccc3F)CC2)c1	-0.3	-2	-70	-6	-3	-1	0	1
O=C(O)c1ccc(-c2noc(-c3cccc(C(F)(F)F)c3)n2)cc1	0.6	-2	6	16	-5	-1	3	-2
C[C@H](CO)N1C[C@H](C)[C@H](CN(C)S(C)(=O)=O)Oc2ccc(NC(=O)Cn3cnnn3)cc2CC1=O	-2.3	-4	nt	nt	14	-1	nt	3
CO[C@H]1CN(C)C(=O)c2cc(NC(=O)C3CC3)ccc2OC[C@H](C)N(C(=O)c2ccccc2)C[C@@H]1C	0.1	3	1	-10	-2	-1	8	-14
COc1cc(Cl)cc(C2NC(=O)NC(C)=C2C(=O)NCc2ccccc2)c1O (stereo unspecified)	nt	2	nt	nt	0	-2	nt	-1
Cc1cccc(NC(=O)c2ccc(NC(=O)CC3SC(N4CCCC4)=NC3=O)cc2)n1 (stereo unspecified)	-0.3	15	5	-12	-3	-5	0	-1
O=C(C[C@@H]1C[C@@H]2c3cc(NC(=O)Nc4ccc(F)cc4)ccc3O[C@@H]2[C@@H](CO)O1)NCC1CC1	0.0	2	nt	nt	-10	3	nt	8
Cc1c(C(=O)OCCOc2ccccc2)[nH]c2c1C(=O)CCC2	nt	-47	nt	nt	0	1	nt	2
COc1cc2oc3ccccc3c2cc1N(CC(=O)N(C)C)S(=O)(=O)c1ccc(C)cc1	nt	-4	nt	nt	-4	2	nt	10
Cc1c[n+](C)ccc1CC1C([N+](=O)[O-])=C[N-]c2ncnn21 (stereo unspecified)	nt	-15	-13	-4	6	-4	-3	-2
COc1ccc(CN(C)C[C@@H]2Oc3ccc(NC(=O)Nc4ccc(F)cc4)cc3C(=O)N([C@@H](C)CO)C[C@@H]2C)cc1	1.1	1	3	17	-4	5	4	0
Cc1c(CN(C)C(=O)/C=C/c2ccc([N+](=O)[O-])cc2)cnn1C	-1.0	nt	0	-11	-5	nt	12	nt
O=C(CSc1nc(N2CCCCC2)nc(N2CCCCC2)n1)Nc1nccs1	nt	5	nt	nt	-4	-2	nt	10
Cc1cc(C)c(NC(=S)NCCO)c(C)c1	0.4	nt	-1	-14	1	nt	4	nt
O=C(c1cc(-c2ccccc2)nc2ccccc12)N1CCc2ccccc2C1	-0.1	nt	-1	-20	3	nt	-2	nt
COC(=O)c1cc2c(c3c4cc(OC)ccc4n(C(=O)c4ccccc4)c13)C(=O)N(C1CCCCC1)C2	0.7	nt	0	-7	nt	nt	0	nt
N#C[C@H]1[C@@H](c2ccccc2)[C@@H](CO)N1C(=O)c1ccc2c(c1)OCO2	0.1	2	1	-6	3	-1	4	-4
C/C=C/c1ccc([C@H]2[C@@H](C#N)N(c3ncc(CC)s3)[C@@H]2CO)cc1	nt	20	2	-9	27	0	0	7
O=C(C1CCCCC1)N1CC(=O)N2[C@@H](CO)[C@@H](c3ccc(Br)cc3)[C@@H]2C1	0.3	nt	1	7	nt	nt	8	nt
C=CCN1C(=O)c2ccccc2C1(O)Cc1ccccc1 (stereo unspecified)	0.4	0	0	-12	-5	0	4	0
O=C(OCC(=O)N1CCc2ccccc21)c1c2c(nc3ccccc13)CCCC2	nt	nt	-1	-18	1	1	-3	-2
CCOc1cccc(C(=O)Nc2nnc(-c3cccs3)s2)c1	nt	50*	nt	nt	-2	-4	nt	2
COc1ccc(/C=N/NC(=O)CN2CCCc3ccccc32)c(OC)c1	1.2	-5	2	4	9	1	1	4
O=C(Nc1ccc(Nc2ccccc2)cc1)c1ccc(Br)o1	nt	57*	nt	nt	8	-3	nt	1
CC(OC(=O)CSc1ccc(F)cc1)C(=O)NC1(C#N)CCCCC1 (stereo unspecified)	-0.5	nt	-3	-7	-1	2	-10	-7
CO[C@@H]1CN(C)C(=O)c2ccc(NS(C)(=O)=O)cc2OC[C@H](C)N(Cc2nccs2)C[C@H]1C	0.1	2	0	-5	-2	-1	-1	-4
COc1ccc(CN(C)C[C@@H]2OCCCC[C@H](C)Oc3ccc(NC(=O)Nc4ccccc4)cc3C(=O)N([C@H](C)CO)C[C@@H]2C)cc1	-0.2	-2	nt	nt	2	-1	nt	4
Cc1ccc(SCc2cc(=O)[nH]c(SCC(=O)Nc3cc(Cl)ccc3Cl)n2)cc1	nt	nt	0	-12	0	nt	0	nt
C[C@@H]1CN([C@H](C)CO)S(=O)(=O)c2ccc(C#Cc3ccccn3)cc2O[C@H]1CN(C)Cc1ccc(F)cc1	-0.1	10	3	-36	-11	3	-5	7
COc1cc2c(cc1OC)C(c1cc3cccc(C)c3[nH]c1=O)N(C(=O)c1ccco1)CC2 (stereo unspecified)	-0.2	3	nt	-26	-1	-3	1	2
Cc1ccc(OCCSc2nc3ccccc3n2CC(=O)O)c(C(C)C)c1	0.0	-8	nt	-8	-4	-5	0	3
COc1ccc(-c2csc(-c3cccnc3)n2)cc1C	nt	51*	5	-8	-1	2	-3	-1
C/C(N)=C(/C#N)C(=O)CSc1nc2ccccc2c(=O)n1CCCOC(C)C	-0.2	8	4	-13	9	nt	-2	nt
C=CCN1C(=O)/C(=C\c2ccc(Oc3nc(N4CCOCC4)nc(N4CCOCC4)n3)c(OC)c2)SC1=S	2.3	17	-1	-25	-2	1	-1	-6
COc1ccc(NC(=O)CSc2n[nH]c(=O)n2C2CC2)cc1Cl	-0.4	1	1	5	-3	-2	-1	-9
O=C(NCC1CCCO1)c1cc(S(=O)(=O)Nc2ccc(Br)cc2)ccc1Cl (stereo unspecified)	5.0	nt	1	-12	-5	nt	4	nt
O=C(c1cc(COc2c(F)cccc2F)on1)N1C[C@H]2CC[C@H]1C2	-0.2	92*	-3	-9	-6	2	4	9
COC(=O)c1ccc(C)c(NC(=O)CSc2nnc3ccccn23)c1	nt	-1	-2	-13	nt	5	-3	4
CN(c1ccccc1)S(=O)(=O)c1cc(C(=O)c2nccn2C)ccc1Cl	nt	-3	2	1	-1	6	1	3
COc1cccc(OC)c1C(=O)Nc1ccc(N2CCCC2)cc1	nt	-3	-9	0	3	-2	0	3

An excerpt from the list above:
SMILES	E-selectin induc	esBAF inh	Casp6 inh	RAD52 anneal inh	ARNT TACC3 PPI	PglD DTNB	ERp5 inh	RAD54 inh
C/C(N)=C(/C#N)C(=O)CSc1nc2ccccc2c(=O)n1CCCOC(C)C	-0.2	8	4	-13	9	nt	-2	nt
C=CCN1C(=O)/C(=C\c2ccc(Oc3nc(N4CCOCC4)nc(N4CCOCC4)n3)c(OC)c2)SC1=S	2.3	17	-1	-25	-2	1	-1	-6

Further structures
SMILES	E-selectin induc	esBAF inh	Casp6 inh	RAD52 anneal inh	ARNT TACC3 PPI	PglD DTNB	ERp5 inh	RAD54 inh
Cc1cc(O)cc(O)c1-c1onc(C(F)(F)F)c1-c1cscn1	nt	8	nt	nt	-4	7	nt	0
COc1cccc(NC(=S)N(CCCN2CCOCC2)C(C)c2cc3cccc(OC)c3o2)c1 (stereo unspecified)	3.4	2	3	-22	5	0	-2	0
Cc1ccc(-c2nc3ccc(Cl)cn3c2Cc2ccccc2C(F)(F)F)cc1	0.1	2	2	-23	nt	-2	5	7
Nc1ccc(-c2ccc(N)c([N+](=O)[O-])c2)cc1[N+](=O)[O-]	6.9	nt	4	-1	-4	nt	1	nt
Cc1ccn2c(Nc3ccc4c(c3)OCO4)c(-c3ccc(O)cc3)nc2c1	0.0	10	-4	-8	5	nt	1	nt
CCOC(=O)C1CCCN(S(=O)(=O)c2cc(Br)cc3c2N(C(=O)CC)CC3)C1 (stereo unspecified)	nt	-1	2	-6	-9	4	2	0
C/C=C/c1ccc([C@H]2[C@@H](CN(C)C(=O)C3CC3)N(C(=O)CC)[C@H]2CO)cc1	-0.1	0	nt	nt	-3	-1	nt	-3
O=C(Nc1ccc2nccnc2c1)c1cnccn1	nt	36	nt	nt	-3	8	nt	10
O=C(Nc1ccccc1)N1CC(=O)N2[C@H](C1)[C@@H](c1ccc(C#CC3CCCC3)cc1)[C@@H]2CO	-0.5	nt	0	-4	nt	nt	-2	nt
Cc1ccc(C(NC(=O)C2CCCCC2)c2c(O)ccc3ccccc23)cc1 (stereo unspecified)	nt	nt	0	-12	-5	nt	0	nt
S=c1[nH]nc(COc2ccccc2)n1/N=C/c1cccnc1	-0.9	nt	nt	nt	0	-5	nt	8
COc1ccc(CN2CCNC(=O)C2CC(=O)NCc2cc(C)n(C)n2)c(F)c1 (stereo unspecified)	nt	-5	1	-23	nt	-3	-3	-1
COc1ccc(-c2nnc(SCc3c(C)noc3C)o2)cc1	2.3	nt	-1	-16	0	nt	3	nt
CC(=O)N[C@H]1CC[C@H](CC(=O)NCC2CCCCC2)O[C@H]1CO	-0.5	1	2	7	-5	-5	-4	-2
C#CC1(NC(=O)NC(C)C)CCCCC1	0.1	nt	0	-2	-1	nt	-2	nt
O=C(OCn1nnc2ccccc2c1=O)c1ccc(Br)o1	nt	-4	nt	nt	-4	2	nt	-5
C[C@H](NC(=O)C[C@H]1CC[C@@H](NC(=O)C2CCC2)[C@@H](CO)O1)c1ccccc1	-0.1	0	9	-3	3	10	4	-1
Cc1cccc2cc(CN(Cc3ccco3)C(=O)NC3CCCCC3)c(=O)[nH]c12	nt	1	nt	nt	1	5	nt	9

In the list so far, these have an aryl thioether with sulfur outside any ring.
SMILES	E-selectin induc	esBAF inh	Casp6 inh	RAD52 anneal inh	ARNT TACC3 PPI	PglD DTNB	ERp5 inh	RAD54 inh
CSc1nc(-c2ccccc2)nc(N2CCOCC2)c1C(C)=O	0.1	nt	0	-7	2	nt	0	nt
Cc1ccc(C)c(S(=O)(=O)N2CCN(C(=O)CSc3ccccc3F)CC2)c1	-0.3	-2	-70	-6	-3	-1	0	1
O=C(CSc1nc(N2CCCCC2)nc(N2CCCCC2)n1)Nc1nccs1	nt	5	nt	nt	-4	-2	nt	10
CC(OC(=O)CSc1ccc(F)cc1)C(=O)NC1(C#N)CCCCC1 (stereo unspecified)	-0.5	nt	-3	-7	-1	2	-10	-7
Cc1ccc(SCc2cc(=O)[nH]c(SCC(=O)Nc3cc(Cl)ccc3Cl)n2)cc1	nt	nt	0	-12	0	nt	0	nt
Cc1ccc(OCCSc2nc3ccccc3n2CC(=O)O)c(C(C)C)c1	0.0	-8	nt	-8	-4	-5	0	3
C/C(N)=C(/C#N)C(=O)CSc1nc2ccccc2c(=O)n1CCCOC(C)C	-0.2	8	4	-13	9	nt	-2	nt
COc1ccc(NC(=O)CSc2n[nH]c(=O)n2C2CC2)cc1Cl	-0.4	1	1	5	-3	-2	-1	-9
COC(=O)c1ccc(C)c(NC(=O)CSc2nnc3ccccn23)c1	nt	-1	-2	-13	nt	5	-3	4
COc1ccc(-c2nnc(SCc3c(C)noc3C)o2)cc1	2.3	nt	-1	-16	0	nt	3	nt

Screens as filed in PubChem.
